TAG inh: inhibitors of triacylglycerol accumulation. inhibition, % at 12.5 µM. AID 651582. H9c2 cells, Nile Red lipid (TAG) fluorescence; cells loaded with 200 µM oleic acid. 230,000 tested, 0.66% active;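 active means pattern-corrected inhibition of lipid staining of at least 50% with the nuclear-stain viability signal not falling by more than 50%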;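 further: 0% = DMSO wells and 100% = triacsin C control wells; some results filed as inactive read as strong as hits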
TAG inh DAPI viability: second read-out of TAG inh, no call of its own (marks repeat the call); DAPI nuclei signal change (viability), lower = more cytotoxic, %;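 whole-well DAPI fluorescence read on a plate reader as a viability signal; minus 50 percent equals half of cells still viable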
Active calls of the source: *.

Molecule | TAG inh | TAG inh DAPI viability
O=C(NNC(=O)OCc1ccccc1)OCc1ccccc1 | -23 | 5
COc1cc2[nH]c(=S)n(CCN3CCCCC3C)c(=O)c2cc1OC (stereo not given) | 46 | -13
COc1ccc(C2c3[nH]c4ccccc4c3CCN2C(=O)c2cn3ccccc3n2)c(F)c1 (stereo not given) | -8 | 4
CCCCCC(=C/c1ccccc1)/C=N/Nc1ccc(S(=O)(=O)N2CCOCC2)cc1[N+](=O)[O-] | 83* | -15*
CC(C)CN(C(=O)COC(=O)c1ccc(Cl)c(N)c1)c1c(N)n(Cc2ccccc2)c(=O)[nH]c1=O | 1 | 3
NC(=O)C1CCN(C(=O)c2ccc3ncsc3c2)CC1 | -9 | 4
Cc1ccc(C2c3c(oc4ccccc4c3=O)C(=O)N2c2nncs2)cc1 (stereo not given) | -5 | 2
COC(=O)CC1C(=O)NCCN1C(=S)NC(=O)CCc1ccccc1 (stereo not given) | 19 | -13
O=C1Cc2ccccc2C(c2ccc(Cl)cc2Cl)N1 (stereo not given) | 0 | -8
C=CCc1cccc2cc(C(=O)NNC(=O)CC#N)c(=O)oc12 | 4 | 6
Nc1c(S(=O)(=O)c2cccs2)c2nc3ccccc3nc2n1Cc1cccs1 | -52 | 23
CCOC(=O)C1=C(C)NC(=O)NC1c1c(OC)ccc2ccccc12 (stereo not given) | 5 | 0
Cc1csc(Sc2nc3c(c(=O)[nH]c(=O)n3C)n2CCCc2ccccc2)n1 | 15 | -13
Cc1ccc(S(=O)(=O)NNC2=NS(=O)(=O)c3ccccc32)c(C)c1 | -14 | -3
c1nc2n(n1)C1=C(CCCC1)C1(CCCCC1)N2 | -14 | -6
O=C(c1ccc(F)cc1)N1CCN2C(=O)c3ccccc3C12c1ccccc1 (stereo not given) | -15 | -5
CCOCC(=O)Nc1ccc(S(=O)(=O)NCCc2ccccc2)cc1 | -5 | -7
Nn1c(SCC(=O)Nc2ccccc2)nnc1C1CCCCC1 | -4 | -2
COc1cc(C)c(Br)cc1S(=O)(=O)N1CCOCC1 | 5 | 3
COc1ccccc1C(=O)Nc1ccnn1C1CCN(Cc2cnc(N(C)C)s2)CC1 | 13 | 2
COc1cc(/C=C2/CCCC(C(=O)C(F)(F)F)=C2O)ccc1O | -2 | 7
COc1ccc(CN(C(=O)CO/N=C/c2ccccc2)c2ccccc2C(=O)O)cc1 | 7 | -6
CCOC(=O)C1=C(CSc2nnnn2C)N(C)C(=O)NC1c1ccccc1 (stereo not given) | 3 | -5
CCOc1ccc(C2CC(c3cccc(Cl)c3)n3nc(N)nc3N2)cc1 (stereo not given) | 7 | -7
CCCOc1ccccc1OCC(=O)Nc1cccc(S(=O)(=O)NC2=NCCC2)c1 | -3 | -6
COc1ccccc1C(=O)CSc1n[nH]c(N)n1 | 7 | -4
COc1ccc(NC(=O)CC2C(=O)N(c3cccc(OC)c3)C(=O)N2C(C)C)cc1 (stereo not given) | -6 | -9
O=C(CSc1nnnn1-c1cccc2ccccc12)NC(C(=O)O)(c1ccccc1)c1ccccc1 | -12 | 3
Cc1ccc(Nc2nnc(SC(C)C(=O)NC3CC3)s2)cc1 (stereo not given) | -9 | -3
Cc1cc(Cl)c(S(=O)(=O)N/N=C/c2ccc3c(c2)OCO3)c(Cl)c1 | 3 | 4
CSc1ccccc1OCc1cc(C(=O)N(C)Cc2cc(C)[nH]n2)no1 | 4 | -2
O=C(Nc1ccc(NC(=O)c2ccco2)cc1)c1ccco1 | 9 | 1
CCN1CCN(CCNC(=O)c2ccc(/C=C3\Sc4ccccc4N(Cc4ccccc4F)C3=O)cc2)CC1 | 12 | 3
CCOC(=O)Cn1c(=O)oc2cc(S(=O)(=O)Nc3ccc(N(CC)CC)cc3C)ccc21 | -6 | -6
CC1(C)C=Cc2c(ccc3c2OC[C@H](c2ccc(O)cc2O)C3)O1 | 6 | 3
N#C/C(=C/c1ccc(Cl)cc1)NC(=O)c1ccccc1 | -3 | 3
Cc1c(C(=O)NCc2ccco2)sc(=O)n1Cc1ccc(S(C)(=O)=O)cc1 | 4 | 1
CC[C@]12c3[nH]c4ccc(Cl)cc4c3CCN1C(=O)[C@@H](CC(=O)NCc1cccc(C(F)(F)F)c1)C[C@@H]2C(=O)N1CCN(C(=O)C2CC2)CC1 | 34 | 6
COc1cc(/C=C2\SC(=S)N(NS(=O)(=O)c3ccccc3)C2=O)ccc1O | -7 | -3
COc1ccc(NC(=O)COC(=O)Cn2cnc3ccccc3c2=O)c(OC)c1 | 15 | 2
COc1ccc(NC(=O)CN2CCN(C(=O)C3CCCO3)CC2)c(OC)c1 (stereo not given) | 6 | 4
CC(=O)Nc1ccc(C2C(=O)c3ccccc3C2=O)cc1 | 16 | -10
Cc1occc1C(=O)NNC(=S)NC(=O)COc1ccc(Cl)cc1Cl | 9 | 3
CC(NC(=O)COc1ccc(Br)cc1)C1CCCO1 (stereo not given) | 8 | -1
Cc1ccc(NC(=O)CCCNC(=O)c2ccc(Cl)cc2)cc1S(=O)(=O)N1CCCCC1 | 12 | -6
CCCS(=O)(=O)N1CCCC(C(=O)NCCCOC(C)C)C1 (stereo not given) | -14 | 5
O=C(COC(=O)C1CCN(S(=O)(=O)c2cccs2)CC1)c1ccccc1 | 6 | 0
COc1ccc(NC(=O)c2ccc(-c3c(C)noc3C)c3ccoc23)cc1 | 17 | 5
Cc1cccc(Oc2ccc(C(=O)NC3CCSC3=O)cn2)c1C (stereo not given) | 16 | -6
CCOC(=O)c1c(O)c(O)c(C(=O)OCC)n1-c1ccccc1 | 0 | 3
COc1ccc(-n2c(C)nc(=O)c(-c3ccccc3)c2C)cc1 | 7 | 4
Cc1ccc(OCC(=O)N/N=C/c2cccc3cccnc23)cc1 | 4 | -11
Clc1cc(NCc2cccs2)ccc1N1CCOCC1 | 8 | -5
CN(C)c1ccc(/C=N/NC(=O)c2ccccn2)cc1 | -11 | 1
CC(=O)Nc1ccc(S(=O)(=O)NC2(c3ccccc3)C(=O)N(C)C(=O)N(C)C2=O)cc1 | -6 | -2
CC1CC(C)CN(C(=O)C2CCN(C(=O)Nc3ccccc3)CC2)C1 (stereo not given) | -3 | -5
CCOC(=O)CSc1nc(-c2ccccc2)ns1 | -13 | 14
Cc1oc2ccc(Br)cc2c(=O)c1-c1nn[nH]n1 | -1 | -7
Cc1cc(C)cc(C(=O)NCC(=O)OCC(=O)NCc2ccco2)c1 | 0 | -1
Cn1c(=NC(=O)c2ccc3c(c2)OCCO3)sc2cc(S(C)(=O)=O)ccc21 | -3 | 26

Pulled by compound from the list above, 7 records:
Molecule | TAG inh | TAG inh DAPI viability
CCOC(=O)Cn1c(=O)oc2cc(S(=O)(=O)Nc3ccc(N(CC)CC)cc3C)ccc21 | -6 | -6
CC(=O)Nc1ccc(C2C(=O)c3ccccc3C2=O)cc1 | 16 | -10
CN(C)c1ccc(/C=N/NC(=O)c2ccccn2)cc1 | -11 | 1
CCCS(=O)(=O)N1CCCC(C(=O)NCCCOC(C)C)C1 (stereo not given) | -14 | 5
CCOC(=O)CSc1nc(-c2ccccc2)ns1 | -13 | 14
CC(NC(=O)COc1ccc(Br)cc1)C1CCCO1 (stereo not given) | 8 | -1
CC1CC(C)CN(C(=O)C2CCN(C(=O)Nc3ccccc3)CC2)C1 (stereo not given) | -3 | -5

(list continues)
Molecule | TAG inh | TAG inh DAPI viability
COC(=O)C1=C(C)N(C)C(=S)NC1c1cc(OC)ccc1OC (stereo not given) | 0 | -6
COc1ccc(CCN(C)C(=O)CNC(=O)c2ccc3c(c2)OCO3)cc1OC | 4 | -6
Cc1cc(O)ccc1-c1cccc2nccn12 | -1 | -4
O=C1CS/C(=N/N=C/c2ccco2)N1Cc1ccc(F)cc1 | -2 | 3
CCN(CC)CCCNC(=O)CCC(=O)Nc1ccc2nc(N3CCCCC3)cc(C)c2c1 | 13 | -1
CCS(=O)(=O)c1nc2ccccc2n1Cc1ccccc1Cl | 7 | -8
CCN(CC(=O)Nc1ccc(OC)cc1)C(=O)CSCC(=O)Nc1ccc(C)cc1 | 9 | -4
Cc1c(NC(=O)c2cc(-c3ccccc3O)on2)c(=O)n(-c2ccccc2)n1C | -5 | 4
COc1ccccc1Nc1nc(N)nc(CSCCO)n1 | 10 | -14
COc1ccc(NC(=O)N2CCC(n3cnc4ccccc43)CC2)cc1 | 19 | 6
COc1cc(C(=O)OCC(=O)N(CC(C)C)C2CCS(=O)(=O)C2)ccc1OCC(C)C (stereo not given) | -2 | 2
COc1cccc(C(=O)Nc2ccc(-n3nncc3C(C)(C)C)cc2)c1 | -6 | 1
COc1ccc(C(=O)NCc2ccc(Cl)cc2)cc1S(=O)(=O)N1CCCC1 | -15 | 1
Cc1ccccc1NC(=O)Nc1ccccc1N1CCCCC1 | -7 | -6
CN=C1S/C(=C/c2cn(CC(=O)OC)c3ccccc23)C(=O)N1C | -1 | 10
O=C(O)c1cc(N2CCCCC2)ccn1 | -17 | -1
COc1cccc(-c2nc(-c3ccccc3)no2)c1 | -1 | -6
COc1ccc2cc(S(=O)(=O)N3CCN(C)CC3)ccc2c1 | 11 | 4
O=C(Nc1ccc(N2CCOCC2)c(S(=O)(=O)Nc2ccccc2Cl)c1)c1ccccc1 | 12 | -4
CCn1nnnc1NCc1cccc(Cl)c1 | 13 | -3
COc1cccc(Nc2cc(N3CCOCC3)c3nonc3c2[N+](=O)[O-])c1 | 9 | 5
Cc1cccc(C)c1NC(=O)COC(=O)c1c(C)nn(-c2ccccc2)c1C | -7 | -1
COC(=O)c1sccc1NC(=O)Nc1ccc(C)cc1 | -20 | -4
CC1CCc2nn(CC(=O)NC3CCCC(C)C3C)cc2C1 (stereo not given) | -17 | 9
NC(=O)c1cc[n+](CC(=O)c2ccc(NC(=O)c3ccccc3)cc2)cc1 | 4 | 1
CN1C(=O)C(O)(c2nnc(-c3ccccc3)o2)c2ccccc21 (stereo not given) | 6 | -8
COC(=O)[C@]1(S(=O)(=O)c2ccccc2)C[C@@H]2ON=C(c3ccc(OC)cc3)[C@@H]2C1 | -13 | -2
CC(C)CC(NC(=O)c1ccco1)C(=O)Nc1ccc2c(c1)OCCO2 (stereo not given) | 2 | 2
Cc1cc(-c2ccc(Br)cc2)n[nH]1 | -5 | 7
COc1ccc(NC(=O)CN(C)C(=O)c2cc(-c3cccs3)nn2-c2ccccc2)cc1 | 14 | -10

Taken from above (two entries):
Molecule | TAG inh | TAG inh DAPI viability
COc1cc(C(=O)OCC(=O)N(CC(C)C)C2CCS(=O)(=O)C2)ccc1OCC(C)C (stereo not given) | -2 | 2
COc1cccc(C(=O)Nc2ccc(-n3nncc3C(C)(C)C)cc2)c1 | -6 | 1

New compounds follow
Molecule | TAG inh | TAG inh DAPI viability
Cc1ccc(C)c(S(=O)(=O)N2CCN(C(=O)c3ccc4ccccc4n3)CC2)c1 | -17 | -4
O=C(NCCCN1CCN(c2cccc(Cl)c2)CC1)c1cccc(N2CCCC2=O)c1 | -3 | 10
O=C(COC(=O)c1cccs1)c1ccc2ccccc2c1 | -11 | -9
Cc1ccc(C(=O)Nc2cccc(S(=O)(=O)N3CCCCC3)c2)cc1S(=O)(=O)N1CCOCC1 | -19 | 1
C[C@@H](C(=O)Nc1cccc(S(=O)(=O)N2CCOCC2)c1)N1C(=O)C2CC=CCC2C1=O (stereo not given in full) | -8 | 3
Cc1ccc(C(CC(=O)N2CCCC2)c2ccccc2)c(O)c1C (stereo not given) | -34 | 10

Compound profiles (already shown).
Entry for `Cc1ccc(C(=O)Nc2cccc(S(=O)(=O)N3CCCCC3)c2)cc1S(=O)(=O)N1CCOCC1` : TAG inh = -19; TAG inh DAPI viability = 1
Entry for `O=C(NCCCN1CCN(c2cccc(Cl)c2)CC1)c1cccc(N2CCCC2=O)c1` : TAG inh = -3; TAG inh DAPI viability = 10

Only part of the results is shown; rates above refer to the full screens.
